INS-1E ATP HTS – rescue of cytokine-induced death in INS-1E beta cells | INS-1E cytokine-induced death, ATP luminescence, 48 h; normalised: neutral wells 0, positive control 100 | protection from cytokine-induced ATP loss, % at 10 µM | actives 0.1% (n = 20,000);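 active = mean replicate protection from cytokine-induced ATP loss at least 50% and at least 75% of replicates each reaching 50%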
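Test system: INS-1E rat cells | Quantity: 8000 cells per well | Medium: Phenol-red-free RPMI with 5% fetal bovine serum | Reagent: Cytokine cocktail of IFN-γ, TNF-α and IL-1β | Doses: One compound concentration, pin transfer | Timing: 48 h co-treatment, 10 min post-lysis read | Technique: Luminescent ATP assay (CellTiter-Glo)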
T cruzi HTS – inhibitors of intracellular Trypanosoma cruzi; intracellular Trypanosoma cruzi in host cells, plate reader; activity score (inhibition), % at 5.01 µM; actives 4.9% (n = 22,000); in the data active = activity score above about 55%;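 note: parasites and compound incubated about four days before reading; 0% = median of neutral control wells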
Active calls of the source: *. Compounds as they come. Share with any hit: about 4.8%.

COc1ccc(S(=O)(=O)Nc2ccc3c(c2)C(=O)N([C@H](C)CO)C[C@@H](C)[C@H](CN(C)C(=O)Nc2ccc(C(F)(F)F)cc2)O3)cc1 was read as INS-1E ATP HTS -8 and T cruzi HTS 8.
Screening CC(C)NC(=O)N(C)C[C@H]1Oc2c(NC(=O)c3nc4ccccc4s3)cccc2C(=O)N([C@H](C)CO)C[C@@H]1C returned INS-1E ATP HTS 6 and T cruzi HTS 2.
`C[C@@H]1CN([C@H](C)CO)C(=O)Cc2cc(NS(=O)(=O)c3cccs3)ccc2O[C@@H]1CN(C)CC1CC1` gave INS-1E ATP HTS 0 and T cruzi HTS -13.
Screening COc1ccc(CN(C)C[C@@H]2Oc3ccc(NC(=O)Cc4cn(C)c5ccccc45)cc3C(=O)N([C@H](C)CO)C[C@@H]2C)cc1 returned INS-1E ATP HTS -11 and T cruzi HTS 4.
Screening C[C@@H]1CN([C@@H](C)CO)C(=O)c2cc(NS(C)(=O)=O)ccc2O[C@H]1CN(C)Cc1ccncc1 returned INS-1E ATP HTS 5 and T cruzi HTS -6.
Screening C[C@H](CO)N1C[C@H](C)[C@@H](CN(C)CC2CC2)Oc2c(NC(=O)c3ccncc3)cccc2C1=O returned INS-1E ATP HTS 10 and T cruzi HTS 17.
`CC(C)NC(=O)Nc1cccc2c1O[C@@H](CN(C)C(=O)NC1CCCCC1)[C@@H](C)CN([C@@H](C)CO)C2=O` gave INS-1E ATP HTS 2 and T cruzi HTS -5.
Cc1ccc(S(=O)(=O)N(C)C[C@@H]2Oc3ccc(NC(=O)C4CC4)cc3C(=O)N([C@H](C)CO)C[C@@H]2C)cc1 was read as INS-1E ATP HTS -13 and T cruzi HTS 20.
CC(C)NC(=O)N(C)C[C@H]1Oc2ccc(NC(=O)Nc3ccc(F)cc3)cc2C(=O)N([C@@H](C)CO)C[C@@H]1C was read as INS-1E ATP HTS 5 and T cruzi HTS -12.
C[C@H]1CN([C@@H](C)CO)C(=O)Cc2cc(NS(=O)(=O)c3ccccc3)ccc2O[C@@H]1CN(C)CC1CCCCC1 was read as INS-1E ATP HTS 10 and T cruzi HTS 26.
For COc1ccc(NC(=O)N(C)C[C@@H]2Oc3ccc(NC(=O)C4CC4)cc3C(=O)N([C@@H](C)CO)C[C@H]2C)cc1 the results were INS-1E ATP HTS 3 and T cruzi HTS -6.
For COc1ccc(CN(C)C[C@H]2Oc3c(NC(=O)Nc4ccc(C(F)(F)F)cc4)cccc3C(=O)N([C@@H](C)CO)C[C@H]2C)cc1 the results were INS-1E ATP HTS -18 and T cruzi HTS 0.
For C[C@H]1CN([C@@H](C)CO)C(=O)c2cccc(NC(=O)c3ccncc3)c2O[C@@H]1CN(C)C(=O)Nc1ccc(C(F)(F)F)cc1 the results were INS-1E ATP HTS 5 and T cruzi HTS -38.
Screening C[C@H](CO)N1C[C@H](C)[C@H](CN(C)C(=O)Nc2ccccc2)Oc2c(NC(=O)Nc3ccc(F)cc3)cccc2C1=O returned INS-1E ATP HTS 0 and T cruzi HTS -15.
Cc1noc(C)c1S(=O)(=O)Nc1ccc2c(c1)C(=O)N([C@H](C)CO)C[C@H](C)[C@H](CN(C)C(=O)Nc1ccc3c(c1)OCO3)OCCCC[C@@H](C)O2 was read as INS-1E ATP HTS 2 and T cruzi HTS -2.
Screening Cc1noc(C)c1S(=O)(=O)Nc1ccc2c(c1)C(=O)N([C@@H](C)CO)C[C@@H](C)[C@@H](CN(C)S(C)(=O)=O)O2 returned INS-1E ATP HTS 5 and T cruzi HTS -58.
Screening C[C@@H]1CCCCO[C@@H](CN(C)Cc2ccc3c(c2)OCO3)[C@@H](C)CN([C@H](C)CO)C(=O)c2cc(N(C)C)ccc2O1 returned INS-1E ATP HTS -4 and T cruzi HTS -6.
C[C@H](CO)N1C[C@H](C)[C@H](CN(C)C(=O)Nc2ccccc2)Oc2ncc(C#Cc3ccc(C(F)(F)F)cc3)cc2C1=O was read as T cruzi HTS 83*.
For Cc1ccc(S(=O)(=O)Nc2cccc3c2O[C@H](CN(C)C(=O)Nc2cccc4ccccc24)[C@H](C)CN([C@H](C)CO)C3=O)cc1 the results were INS-1E ATP HTS 5 and T cruzi HTS -10.
Screening COc1ccc(S(=O)(=O)N(C)C[C@H]2Oc3c(NC(=O)C4CCCCC4)cccc3C(=O)N([C@@H](C)CO)C[C@H]2C)cc1 returned INS-1E ATP HTS 5 and T cruzi HTS -20.
For C[C@H](CO)N1C[C@H](C)[C@H](CN(C)Cc2ccc3c(c2)OCCO3)OCc2cn(nn2)CCCC1=O the results were T cruzi HTS -16.
COc1ccc(NC(=O)N(C)C[C@H]2Oc3ccc(NC(=O)Cc4cn(C)c5ccccc45)cc3C(=O)N([C@@H](C)CO)C[C@@H]2C)cc1 was read as INS-1E ATP HTS -5 and T cruzi HTS 4.
For COc1ccc(CN(C)C[C@H]2Oc3ccc(NS(=O)(=O)c4cn(C)cn4)cc3CC(=O)N([C@H](C)CO)C[C@H]2C)cc1 the results were INS-1E ATP HTS 1 and T cruzi HTS -13.
C[C@H]1CN([C@@H](C)CO)C(=O)c2cc(NS(=O)(=O)c3ccc(F)cc3)ccc2O[C@H]1CN(C)Cc1ccc(Oc2ccccc2)cc1 was read as T cruzi HTS -1.
For C[C@H](CO)N1C[C@H](C)[C@@H](CN(C)Cc2ccc3c(c2)OCO3)Oc2ccc(NC(=O)NC3CCCCC3)cc2C1=O the results were INS-1E ATP HTS -2 and T cruzi HTS -4.
C[C@H]1CN([C@@H](C)CO)C(=O)c2cccc(NC(=O)NC3CCCCC3)c2O[C@H]1CN(C)S(=O)(=O)c1cccs1 was read as INS-1E ATP HTS 1 and T cruzi HTS -19.
For C[C@@H]1CN([C@H](C)CO)C(=O)c2cccc(NS(=O)(=O)c3cn(C)cn3)c2O[C@@H]1CN(C)C(=O)Nc1ccccc1 the results were INS-1E ATP HTS -2 and T cruzi HTS 29.
For C[C@@H]1CCCCO[C@@H](CN(C)C(=O)Nc2cccc3ccccc23)[C@@H](C)CN([C@H](C)CO)C(=O)c2cc(NC(=O)c3ccncc3)ccc2O1 the results were INS-1E ATP HTS 12 and T cruzi HTS -12.
For C[C@@H]1CN([C@@H](C)CO)C(=O)c2cccc(NS(=O)(=O)c3cn(C)cn3)c2O[C@H]1CN(C)Cc1ccc(C(F)(F)F)cc1 the results were INS-1E ATP HTS 9 and T cruzi HTS -17.
For C[C@H](CO)N1C[C@H](C)[C@H](CN(C)C(=O)Nc2cccc3ccccc23)Oc2ccc(NS(=O)(=O)c3cccs3)cc2C1=O the results were INS-1E ATP HTS -4 and T cruzi HTS 4.
`COc1ccc(/C=N/NC(=O)c2cccc(C(=O)NO)c2)cc1O` gave INS-1E ATP HTS -5 and T cruzi HTS -9.
For Cc1noc(C)c1NC(=O)Nc1cccc2c1O[C@H](CN(C)S(=O)(=O)c1ccc(Cl)cc1)[C@H](C)CN([C@H](C)CO)C2=O the results were INS-1E ATP HTS 3 and T cruzi HTS -1.
C[C@@H]1CN([C@H](C)CO)C(=O)CCCn2cc(nn2)CO[C@@H]1CN(C)Cc1ccccc1 was read as T cruzi HTS -14.
Screening C[C@H](CO)N1C[C@H](C)[C@H](CN(C)S(=O)(=O)c2cccs2)Oc2c(NS(=O)(=O)c3ccccc3)cccc2C1=O returned INS-1E ATP HTS 11 and T cruzi HTS -3.
Screening Cc1ccc(S(=O)(=O)N(C)C[C@H]2OCCCC[C@@H](C)Oc3ccc(NC(=O)C4CCCCC4)cc3C(=O)N([C@H](C)CO)C[C@@H]2C)cc1 returned INS-1E ATP HTS -19 and T cruzi HTS 8.
Screening Cc1ccccc1CN(C)C[C@@H]1OCc2cn(nn2)CCCC(=O)N([C@H](C)CO)C[C@H]1C returned T cruzi HTS -9.
C[C@@H]1CN([C@H](C)CO)C(=O)c2cc(NS(=O)(=O)c3cn(C)cn3)ccc2O[C@H]1CN(C)C(=O)Nc1ccc2c(c1)OCO2 was read as INS-1E ATP HTS -6 and T cruzi HTS 3.
For Cc1noc(C)c1S(=O)(=O)N(C)C[C@H]1Oc2ccc(NS(=O)(=O)c3ccccc3)cc2C(=O)N([C@H](C)CO)C[C@H]1C the results were INS-1E ATP HTS -8 and T cruzi HTS 10.
Screening C[C@H](CO)N1C[C@H](C)[C@H](CN(C)S(C)(=O)=O)Oc2c(NC(=O)c3ccc(-c4nccs4)cc3)cccc2C1=O returned INS-1E ATP HTS -2 and T cruzi HTS 9.
Screening C[C@H](CO)N1C[C@H](C)[C@H](CN(C)C(=O)NC2CCCC2)Oc2ncc(-c3ccccc3)cc2C1=O returned T cruzi HTS 5.
For C[C@@H]1CN([C@H](C)CO)C(=O)c2cc(NC(=O)Nc3ccc(F)cc3)ccc2O[C@H]1CN(C)Cc1ccc(C(F)(F)F)cc1 the results were INS-1E ATP HTS -73 and T cruzi HTS 34.
`CC(C)NC(=O)Nc1cccc2c1O[C@@H](CN(C)S(=O)(=O)c1cccs1)[C@H](C)CN([C@H](C)CO)C2=O` gave INS-1E ATP HTS 7 and T cruzi HTS -1.
For C[C@H]1CN([C@@H](C)CO)C(=O)c2cc(NC(=O)Cc3ccccc3)ccc2O[C@@H]1CN(C)Cc1ccncc1 the results were T cruzi HTS -4.
Screening C[C@@H]1CN([C@@H](C)CO)C(=O)c2cc(NC(=O)CCCN(C)C)ccc2O[C@H]1CN(C)Cc1ccccc1 returned INS-1E ATP HTS -3 and T cruzi HTS 8.
`COc1ccccc1S(=O)(=O)N(C)C[C@H]1OCc2cnnn2CCCC(=O)N([C@H](C)CO)C[C@H]1C` gave T cruzi HTS -13.
CNC[C@@H]1Oc2ccc(NC(=O)Cc3ccccc3)cc2C(=O)N([C@H](C)CO)C[C@H]1C was read as INS-1E ATP HTS 2 and T cruzi HTS -20.
`Cc1ccc(S(=O)(=O)N(C)C[C@H]2Oc3ccc(NC(=O)Nc4cccc5ccccc45)cc3CC(=O)N([C@H](C)CO)C[C@H]2C)cc1` gave INS-1E ATP HTS -3 and T cruzi HTS 61*.
For C[C@@H]1CN([C@H](C)CO)C(=O)c2cccc(NS(=O)(=O)c3cn(C)cn3)c2O[C@H]1CN(C)C(=O)Nc1ccc(C(F)(F)F)cc1 the results were INS-1E ATP HTS 1 and T cruzi HTS -10.
For Cc1ccc(S(=O)(=O)N(C)C[C@@H]2Oc3c(NC(=O)C4CC4)cccc3C(=O)N([C@@H](C)CO)C[C@H]2C)cc1 the results were INS-1E ATP HTS 2 and T cruzi HTS 6.
Screening C[C@H]1CN([C@@H](C)CO)C(=O)Cc2cc(NC(=O)Nc3cccc4ccccc34)ccc2O[C@@H]1CN(C)CC1CC1 returned INS-1E ATP HTS 15 and T cruzi HTS -10.
Screening C[C@H]1CN([C@@H](C)CO)C(=O)Cc2cc(NC(=O)NC3CCCCC3)ccc2O[C@@H]1CN(C)C(=O)Nc1ccc(F)cc1 returned INS-1E ATP HTS 2 and T cruzi HTS 1.
Screening C[C@@H]1CCCCO[C@@H](CN(C)Cc2ccc(Cl)c(Cl)c2)[C@@H](C)CN([C@H](C)CO)C(=O)c2cc(NS(=O)(=O)c3ccc(Cl)cc3)ccc2O1 returned INS-1E ATP HTS -13 and T cruzi HTS 72*.
For C[C@H]1CN([C@@H](C)CO)C(=O)c2cc(NS(=O)(=O)c3cccs3)ccc2O[C@@H]1CN(C)S(=O)(=O)c1ccc(Cl)cc1 the results were INS-1E ATP HTS -5 and T cruzi HTS 6.
`C[C@H](CO)N1C[C@H](C)[C@H](CN(C)CC2CC2)Oc2ccc(NC(=O)Cc3ccccc3)cc2C1=O` gave INS-1E ATP HTS 4 and T cruzi HTS -4.
For CNC[C@H]1Oc2ccc(NC(=O)Cc3ccccc3)cc2CC(=O)N([C@@H](C)CO)C[C@@H]1C the results were INS-1E ATP HTS 16 and T cruzi HTS -29.
CNC[C@H]1Oc2ccc(NC(=O)Cn3cnnn3)cc2CC(=O)N([C@@H](C)CO)C[C@H]1C was read as INS-1E ATP HTS 8 and T cruzi HTS -25.
Screening Cc1ccc(S(=O)(=O)Nc2cccc3c2O[C@H](CN(C)C(=O)Nc2ccc4c(c2)OCO4)[C@H](C)CN([C@H](C)CO)C3=O)cc1 returned INS-1E ATP HTS 3 and T cruzi HTS 49.
For COc1ccc(S(=O)(=O)Nc2cccc3c2O[C@H](CN(C)C(=O)NC2CCCCC2)[C@@H](C)CN([C@H](C)CO)C3=O)cc1 the results were INS-1E ATP HTS -1 and T cruzi HTS -3.
For C[C@H](CO)N1C[C@H](C)[C@H](CN(C)C(=O)Nc2ccccc2)Oc2ncc(C#Cc3ccc(F)cc3)cc2C1=O the results were T cruzi HTS 12.
Screening C[C@@H]1CN([C@@H](C)CO)C(=O)c2cccc(NC(=O)Nc3ccc4c(c3)OCO4)c2O[C@H]1CN(C)S(C)(=O)=O returned INS-1E ATP HTS 9 and T cruzi HTS 7.

Among those listed so far, three contain a Cl atom.
For Cc1noc(C)c1NC(=O)Nc1cccc2c1O[C@H](CN(C)S(=O)(=O)c1ccc(Cl)cc1)[C@H](C)CN([C@H](C)CO)C2=O the results were INS-1E ATP HTS 3 and T cruzi HTS -1.
Screening C[C@@H]1CCCCO[C@@H](CN(C)Cc2ccc(Cl)c(Cl)c2)[C@@H](C)CN([C@H](C)CO)C(=O)c2cc(NS(=O)(=O)c3ccc(Cl)cc3)ccc2O1 returned INS-1E ATP HTS -13 and T cruzi HTS 72*.
For C[C@H]1CN([C@@H](C)CO)C(=O)c2cc(NS(=O)(=O)c3cccs3)ccc2O[C@@H]1CN(C)S(=O)(=O)c1ccc(Cl)cc1 the results were INS-1E ATP HTS -5 and T cruzi HTS 6.

From PubChem
